NPY-Y1 PAM-ag: human NPY-Y1 potentiation or agonism, primary screen; P25929; NPY-Y1 expressing cells, potentiator/agonist activation; activation, % at 3.6 µM; 0.37% of 220,000 active; AID 1304; in the data active = activation above about 33%, passing the limit was not always enough;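 note: cells stimulated with NPY at EC10 then isoproterenol at EC100; 0% = low agonist plus stimulus and 100% = saturating agonist plus stimulus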
Target sequence (P25929 whole entry, looked up): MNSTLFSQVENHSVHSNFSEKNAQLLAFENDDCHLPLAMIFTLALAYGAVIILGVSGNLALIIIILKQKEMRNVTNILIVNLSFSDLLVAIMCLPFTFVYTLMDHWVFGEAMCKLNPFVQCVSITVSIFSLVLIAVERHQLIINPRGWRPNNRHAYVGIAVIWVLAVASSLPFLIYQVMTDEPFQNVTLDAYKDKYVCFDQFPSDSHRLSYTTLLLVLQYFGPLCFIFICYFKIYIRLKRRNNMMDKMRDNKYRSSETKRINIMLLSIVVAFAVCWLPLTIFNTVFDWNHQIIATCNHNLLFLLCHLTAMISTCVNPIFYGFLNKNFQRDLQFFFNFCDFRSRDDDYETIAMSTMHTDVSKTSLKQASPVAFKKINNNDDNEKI
NPY-Y1 antag: NPY-Y1 (human) receptor antagonism. HEK293-CNG Y1 cells, membrane potential fluorescence; NPY at EC95, then isoproterenol. inhibition, % at 3.6 µM. 1% of 200,000 active. AID 1040;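 active = inhibition above the campaign mean inhibition of all tested compounds plus 3 SD, cut at about 20% in these data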;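 note: 0% = DMSO wells given NPY plus isoproterenol and 100% = isoproterenol alone without NPY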
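material = HEK293 cells with Y1 receptor plus CNG channel | also added = NPY 25 nM then isoproterenol 1 µM plus Ro 20-1724 25 µM | schedule = dye 3 h, compound 60 min room temperature, stimulation 45 min | measured by = membrane potential fluorescence | benchmarks = high control isoproterenol alone, low control NPY with isoproterenol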
S1P4 ag: agonists of human S1P4 receptor; O95977; S1P4-expressing cell line, agonist reporter assay; activation, % at 4.98 µM; 0.35% of 220,000 active; AID 1509; in the data active = activation above about 11%;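 note: 0% = DMSO vehicle and 100% = reference agonist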
S1P4 antag: blocks the human S1P4 receptor; O95977; S1P4-expressing cells, antagonist mode, reporter read-out; inhibition, % at 4.98 µM; 0.26% of 220,000 active; in the data active = inhibition above about 29%;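 note: 0% = wells stimulated with agonist and 100% = vehicle wells without agonist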
NPY-Y2 PAM-ag: potentiators or agonists of human neuropeptide Y receptor Y2; P49146; 0.45% of 220,000 active; AID 1359; activation, % at 3.6 µM; cells expressing NPY-Y2, potentiator/agonist read-out; in the data active = activation above about 27%;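 note: cells stimulated with NPY near EC25 plus isoproterenol at EC100; 0% = vehicle plus submaximal agonist and 100% = vehicle plus saturating agonist; some results beyond the cut were filed as inactive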
EP2 modulator: EP2 receptor (human) modulation | 0.83% of 260,000 active | AID 940 | induction, % at 25 µM | EP2-expressing cells, cAMP HTRF FRET, PGE2 co-stimulation | P43116;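 active = compounds whose cAMP rise, as percent of the full-agonist control response, exceeds 60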;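 note: rat C6 glioma line stably carrying human EP2 under a CMV promoter; the protocol text gives 20 µM as final concentration; 100% = response of wells given 1 µM PGE2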
Target sequence (P43116 whole entry, looked up): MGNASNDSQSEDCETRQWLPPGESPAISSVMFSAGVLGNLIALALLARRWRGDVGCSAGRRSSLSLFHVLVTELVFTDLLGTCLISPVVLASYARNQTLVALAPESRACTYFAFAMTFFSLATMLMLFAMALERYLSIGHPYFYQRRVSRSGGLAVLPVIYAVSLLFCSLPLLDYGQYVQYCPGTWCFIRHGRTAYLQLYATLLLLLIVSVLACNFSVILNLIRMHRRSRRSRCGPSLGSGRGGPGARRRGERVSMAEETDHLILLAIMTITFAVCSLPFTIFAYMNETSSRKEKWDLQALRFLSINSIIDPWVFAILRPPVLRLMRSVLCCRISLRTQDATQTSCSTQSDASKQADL
p97 inhibitor: inhibitors of human p97 ATPase. P55072. recombinant p97 ATPase, Kinase-Glo ATP luminescence, 3 h. inhibition, % at 8 µM. 0.42% of 220,000 active. AID 1481; in the data active = inhibition above about 15%;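 note: 0% = DMSO vehicle and 100% = wells lacking enzyme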
PGE2 EP2 inh: inhibitors of human EP2 prostaglandin E2 receptor. P43116. C6 glioma cells expressing human EP2, cAMP TR-FRET; cells stimulated with saturating PGE2. inhibition, % at 25 µM. 0.52% of 260,000 active. AID 1422;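 active = percent inhibition above 40 after rounding to a whole number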;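 note: rat C6 glioma host cells with rolipram phosphodiesterase inhibitor present; the protocol text gives 20 µM as final concentration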
eIF4E 4G PPI: inhibitors of eIF4E and eIF4G interaction in translation initiation | P63073+Q04637 | 0.37% of 220,000 active | TR-FRET eIF4E-eIF4GI(517-606) binding, 2 h | inhibition, % at 21.7 µM;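 active = inhibition above about 30%, limit read from the data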;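 note: 0% = full FRET control wells and 100% = background wells lacking eIF4GI fragment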
Starred values were filed as active, the others as inactive; nt = no result given; & = joins results of further samples; [ ] = another dose, or the depositor's remark. An excerpt; rates above refer to the full screens.

SMILES	NPY-Y1 PAM-ag	NPY-Y1 antag	S1P4 ag	S1P4 antag	NPY-Y2 PAM-ag	EP2 modulator	p97 inhibitor	PGE2 EP2 inh	eIF4E 4G PPI
CCCOc1ccc(-c2nnc(-c3ccco3)o2)cc1	-14	2	-0.9	-20	-4	-13	1	9	-5
O=C(Nc1ccc2[nH]ccc2c1)c1ccccc1	-2	nt	0.0	0	0	-30	1	5	3
NC(=S)N/N=C/c1cc([N+](=O)[O-])ccc1OCCOc1ccccc1	-3	6	1.6	-5	7	-15	4	14	5
COc1cccc(-n2nnc3c(=O)n(Cc4ccc(Cl)cc4)cnc32)c1	7	2	-0.4	4	-4	19	3	6	1[fluorescence artefact?]
COc1ccc(-n2c(COc3ccc(C)cc3)nnc2SCC(N)=O)cc1	-6	1	0.8	-7	2	5	-7	8	2
Cc1cc(C(=O)OCC(=O)N2CCCC2)c2ccccc2n1	3	5	-0.7	-20	22	17	4	5	2
CC(=O)c1cccc(NC(=O)c2ccco2)c1	-8	-2	0.8	-19	6	-2	-2	15	3
CNS(=O)(=O)c1cc(OCC(N)=O)c(C)cc1Cl	-6	5	0.3	-18	2	-14	0	17	3[fluorescence artefact?]
O=C(CSc1nc(O)cc(=O)n1-c1ccccc1)NC1CCCCC1	-7	0	2.8	-8	-1	10	-4	9	2
COCC(=O)n1nc(NCc2ccc(OC)cc2)nc1NCc1ccc(OC)cc1	-20	4	0.5	1	-16	5	-7	5	nt
c1cnc2nc(CSc3ncn[nH]3)cn2c1	-1	-3	2.3	-6	4	13	3	6	1
COc1ccc(/C=N/NC(=O)c2ccn[nH]2)cc1COc1ccc(Cl)cc1Cl	-2	1	-0.1	-30	-11	-19	5	1	4
COC(=O)c1ccc(OCCCCN2CC(C)OC(C)C2)cc1 (stereo not given)	-2	-4	1.5	-9	-5	13	-3	10	4
Cc1ccc(NC2=C(Cl)C(=O)OC2OC(=O)c2ccccc2C)cc1 (stereo not given)	-2	9	-1.3	4	-20	1	4	10	4
COc1cccc(C(C)NC(=O)c2c(F)cccc2Cl)c1 (stereo not given)	0	0	-0.9	1	11	12	5	13	-5
Cc1ccc(Nc2nc(Oc3ccc(OCc4ccccc4)nn3)nc(N3CCOCC3)n2)cc1	-10	0	-4.2	7	-4	-3	3	10	5
O=C(Cn1nc(Cl)nc1Cl)Nc1ccccc1	15	0	0.1	-4	-4	6	5	7	-4
CCCC(C)NS(=O)(=O)c1ccc(OC)c(C)c1 (stereo not given)	-6	-3	-1.7	-15	11	-1	-3	9	2
CNC(=O)Nc1cc(C(C)(C)C)no1	9	2	-0.2	-5	-5	8	1	6	-6
CCOC(=O)N1CCN(S(=O)(=O)c2ccc(F)c(C(=O)Nc3ccc(C)c(Cl)c3)c2)CC1	-10	6	0.8	13	-14	-9	0	9	0
CC(C)(C)OC(=O)NCCCCCc1nnc(SCc2ccccc2)o1	-3	nt	0.3	0	-12	-2	-9	7	1
COCCN(C(=O)CNC(=O)c1ccco1)C(C(=O)NC1CCCCC1)c1cccs1 (stereo not given)	-23	2	-0.4	1	-3	9	-1	13	-2[fluorescence artefact?]
CCOC(=O)c1cnc2ccc(OCC)cc2c1N1CCN(c2ccccc2OC)CC1	-51	9	-3.8	-6	-13	26	-7	11	-5
Cc1cc(C)c(NC(=O)CS(=O)CC(=O)Nc2ccc(F)cc2F)c(C)c1 (stereo not given)	4	nt	0.8	-6	-3	7	1	5	-8
OCCC1CN(Cc2cc3c(cc2Cl)OCO3)CCN1C1CCCC1 (stereo not given)	-1	4	2.1	-6	-16	-1	1	7	-2
Other structures
SMILES	NPY-Y1 PAM-ag	NPY-Y1 antag	S1P4 ag	S1P4 antag	NPY-Y2 PAM-ag	EP2 modulator	p97 inhibitor	PGE2 EP2 inh	eIF4E 4G PPI
Cc1ccc(-c2ccc(OCC(=O)N3CCOCC3)cc2)cc1	11	-3	0.8	-19	-17	1	-4	16	0
Cc1cc(=O)n2nc(N3CCCC3C(=O)NCCCN3CC(C)CC(C)C3)sc2n1 (stereo not given)	5	3	-0.5	-6	1	6	4	7	5
CC(=O)OCC1OC(OC(C)=O)C(NC(=O)Cc2ccccc2)C(OC(C)=O)C1OC(C)=O (stereo not given)	-6	-3	-0.4	17	-4	18	-6	2	0
COC(=O)Nc1ccc(S(=O)(=O)N2CCC(C(=O)N3CCCCC3C)CC2)cc1 (stereo not given)	4	0	1.0	-7	2	-15	2	3	1
CCN(CC)CCCNC(=O)Cc1c(C(=O)O)n(C)c2ccccc12	9	10	0.2	-25	10	-3	1	7	-1[fluorescence artefact?]
CCn1c(=NC(=O)c2ccc(N3C(=O)CCC3=O)cc2)sc2c(OC)ccc(OC)c21	-36	7	-0.3	-29	-10	25	9	11	-5[fluorescence artefact?]
CC(=O)Nc1nnc(CSCc2ccc(F)cc2)s1	10	nt	1.3	-16	13	-6	4	1	-4
COc1cc(C2=NOC(C(=O)N3CCN(c4ccc(F)cc4)CC3)C2)cc(OC)c1OC (stereo not given)	-11	-2	-1.7	-5	4	-1	0	2	6
CC(C)Cc1ccc(C(C)C(=N)N)cc1 (stereo not given)	-1	nt	-3.4	13	-40	-9	7	8	3
Cc1cc(NCc2ccccn2)n2nc(C)c(-c3ccc(Cl)cc3)c2n1	17	nt	1.5	-7	20	1	-4	2	6
CC(C)c1nc2sc3c(=O)n(N)cnc3c2c2c1COC(C)(C)C2	7	3	2.7	-15	10	42	1	2	0
CCOC(=O)c1c(N)sc(C(=O)N(C)C)c1CN1CCOCC1	7	2	-2.2	-2	12	14	3	5	-3[fluorescence artefact?]
C/C(=N\N=C1\NC(=O)C(CC(=O)NCc2ccccc2)S1)C(C)C (stereo not given)	9	1	1.9	-15	6	18	2	6	1
CC1=NNC(=O)C1C(c1ccc(Cl)cc1)C(C#N)C#N (stereo not given)	12	nt	-2.1	10	3	-33	9	6	-2
O=C(CSc1nc2ccccc2o1)N1CCN(c2ccc(Cl)cc2)CC1	2	-6	-2.1	-4	-13	-15	1	4	-1
COC(=O)c1ccc(N2CCCCC2)c(NS(=O)(=O)c2ccc(C)cc2)c1	-32	5	-6.5	-1	-1	40	-3	6	-11
NC(=O)CSc1nnc(-c2cccc(S(=O)(=O)N3CCOCC3)c2)n1C1CCCCCC1	10	-3	-2.0	-12	4	81*	0	11	15
CC1CCC2(CC1)NC(=O)N(CC(=O)c1ccc[nH]1)C2=O (stereo not given)	13	5	1.1	8	-3	-1	-1	13	-4
CCc1ccc(N2C(=O)CC(Cn3nc(C)cc3C)C2=O)cc1 (stereo not given)	-2	nt	0.2	1	-14	-6	-2	12	0
CC(=O)N1N=C(c2ccccc2)OC12CCCC2	-9	8	2.6	-13	1	15	3	8	-2
Cc1ccc(S(=O)(=O)N2CCCC2C(=O)O)s1 (stereo not given)	-16	1	2.0	2	-9	6	-2	4	12
Cc1ccc2nnc(Cl)n2n1	-4	0	-1.0	0	7	44	-2	nt	1
Cc1nc(-c2cccc(Br)c2)ccc1C(=O)O	-16	1	-0.6	12	-3	-23	4	16	-2
CC(=O)N(C(C)=O)c1ncc2c([nH]c3ccccc32)c1C#N	-2	-7	1.6	-23	1	14	4	7	4
CCC(=O)OCCCCCCOc1ccc(C(=O)O)cc1	-7	5	-1.0	-1	-12	10	-2	3	4

Three entries out of the list, sorted by molar mass, lowest first.
SMILES	NPY-Y1 PAM-ag	NPY-Y1 antag	S1P4 ag	S1P4 antag	NPY-Y2 PAM-ag	EP2 modulator	p97 inhibitor	PGE2 EP2 inh	eIF4E 4G PPI
Cc1ccc2nnc(Cl)n2n1	-4	0	-1.0	0	7	44	-2	nt	1
CC(C)Cc1ccc(C(C)C(=N)N)cc1 (stereo not given)	-1	nt	-3.4	13	-40	-9	7	8	3
CCN(CC)CCCNC(=O)Cc1c(C(=O)O)n(C)c2ccccc12	9	10	0.2	-25	10	-3	1	7	-1[fluorescence artefact?]

Other entries
SMILES	NPY-Y1 PAM-ag	NPY-Y1 antag	S1P4 ag	S1P4 antag	NPY-Y2 PAM-ag	EP2 modulator	p97 inhibitor	PGE2 EP2 inh	eIF4E 4G PPI
COc1ccc(C(=O)N/N=C2\SCC(=O)N2Cc2ccc3c(c2)OCO3)c(OC)c1	-18	-4	0.6	-18	2	4	2	10	1
CN(C(=O)COc1ccc(S(=O)(=O)N2CCOCC2)cc1[N+](=O)[O-])C1CCS(=O)(=O)C1 (stereo not given)	-4	nt	1.1	-10	3	10	2	10	-1
O=C(NCc1ccccn1)c1cn(Cc2ccccc2)nn1	-15	-3	1.0	13	0	17	4	8	2
CC(c1ccccc1)C1CC(=O)N(Cc2ccccc2)C1=O (stereo not given)	14	2	-0.4	-6	11	37	-2	13	0
COc1ccc(S(=O)(=O)N(C)CC(=O)Nc2cccc(C(C)=O)c2)cc1Cl	15	-5	-0.6	4	-7	-9	-8	7	3
O=C1CCC([N+](=O)[O-])C(c2ccc(Cl)cc2Cl)N1 (stereo not given)	10	4	-0.6	-17	-2	18	3	7	-1
CCN1CCN(CNC(=O)c2cnccn2)CC1	-1	3	-0.3	-15	6	15	4	14	3
CN(C)c1ccc(P(=O)(OCc2ccccc2)C(O)c2ccncc2)cc1 (stereo not given)	-14	-3	-0.1	-8	-15	-10	-4	nt	-4
Cc1c(-c2nc(-c3ccc(C(C)(C)C)cc3)no2)n(C)oc1=O	1	nt	1.0	-8	-12	72*	-1	7	3
C/C(=C\c1ccccc1)CN1CCC(C(=O)N2CCC(C)CC2)CC1	-15	0	0.3	-17	-12	-30&3	-4	11&8	3
COc1cc(/C=C2/SC(=S)N(c3ccccc3)C2=O)ccc1Oc1nc(N2CCOCC2)nc(N2CCOCC2)n1	-1	3	-2.5	-27	2	31	-2	11	3
CC/C(=C1/C(=O)CC(C)(C)C(C(=O)OC)C1=O)N1CCCC1 (stereo not given)	5	-1	-2.3	-5	-12	9	2	14	4
CC[n+]1c(S(=O)(=O)[O-])ccc2ccc(C)cc21	16	-2	0.9	-3	-9	-40&4	1	6&15	-2
Nc1c(C(=O)NCc2ccccc2)sc2nc(N3CCOCC3)c3c(c12)CCCC3	13	-4	0.5	-8	10	-5	4	6	-33
O=C(N=Nc1c(O)[nH]c2ccccc12)c1ccco1	7	8	0.6	4	-9	1	-6	3	2
CCOC(=O)COC(=O)c1ccc(Oc2cc(C)nc(SC)n2)cc1	-12	11	4.1	-9	1	12	-7	7	4
CCC(=O)N1CCc2cc(S(=O)(=O)NC(Cc3ccccc3)C(=O)NC3CCCCC3)ccc21 (stereo not given)	-14	0	3.8	0	-13	13	1	9	5
CCOc1cccc(N(C(=O)Cc2cccs2)C(C(=O)NC2CCCCC2)c2cccn2C)c1 (stereo not given)	-22	7	-0.8	3	0	56	2	12	5
Cc1ccc(NC(=O)COc2ncnc3cc([N+](=O)[O-])ccc23)cc1S(=O)(=O)N1CCOCC1	-24	nt	0.4	19	-13	-21	-4	14	2
CC(=NC(C)C)C1=C(O)C(C)OC1=O (stereo not given)	12	5	0.3	-24	5	14	2	7	4
Cc1ccc(OCC(=O)NNC(=O)CSc2nnc(-c3ccc(C)cc3)n2C)cc1	-6	-2	0.9	1	-11	1	-2	6	4

Ordered by the number under NPY-Y1 antag (rising): 3 of the compounds above
canonical_smiles	NPY-Y1 antag
CCN1CCN(CNC(=O)c2cnccn2)CC1	3
CC(=NC(C)C)C1=C(O)C(C)OC1=O (stereo not given)	5
CCOC(=O)COC(=O)c1ccc(Oc2cc(C)nc(SC)n2)cc1	11

Bioassay records as filed in PubChem BioAssay.
